AID2073 – inhibitors of Mint1-CaV2.2 protein interaction, biochemical, HTRF (AID 2073). Voltage-dependent N-type calcium channel subunit alpha-1B (Homo sapiens). HTRF protein-protein interaction, Mint1-CaV2.2; higher % means a stronger effect. inhibition, % at 20 µM, or IC50 in µM where a hit was titrated. actives 0.19% (n = 290,000); in the data active = inhibition mostly above about 51%, no sharp cut-off; inconclusive = no clear call, values can overlap the other calls; inactive = mostly below about 53%; note: some results filed as inactive read as strong as hits
Dengue-2 NS5 capping – Dengue-2 NS5 methyltransferase inhibitors, primary screen, biochemical, confirmation dose response (AID 588689). Genome polyprotein (Dengue virus type 2 (strain 16681-PDK53)). Dengue-2 NS5 methyltransferase capping enzyme assay, biochemical; higher % means a stronger effect. one-dose inhibition, % at 25 µM; IC50 in µM for titrated hits. actives 0.3% (n = 340,000); in the data active = a potency from the dose series; inconclusive = inhibition above about 29% without an active follow-up result
Siah-1 displacement – Siah-1 peptide-binding antagonists, primary screen, biochemical, fluorescence polarization, rhodamine-plectin, uHTS (AID 1817); Siah-1 / rhodamine-plectin peptide fluorescence polarization; higher % means a stronger effect; E3 ubiquitin-protein ligase SIAH1 (Homo sapiens); actives 0.02% (n = 290,000); one-dose displacement, % at 20 µM; IC50 in µM for titrated hits;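 active = displacement of at least 50% at 20 µM, with a fluorescence ratio check between 0.3 and a set limit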;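 note: plate controls were Siah plus tracer with DMSO for no effect and tracer alone without Siah for full effect; strong numbers were not always called active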
NOD2 inhibition – NOD2 signaling inhibitors, cell-based, luminescence, uHTS, HEK293 (AID 1566) | HEK293 NOD2/NF-kB luciferase reporter, luminescence; higher % means a stronger effect | one-dose inhibition, % at 4 µM; EC50 in µM for titrated hits | actives 0.63% (n = 290,000); note: many of its hits are not listed in these tables
LYP phosphatase – inhibitors of LYP phosphatase, biochemical, fluorescence intensity, uHTS (AID 1779). Tyrosine-protein phosphatase non-receptor type 22 (Homo sapiens). recombinant LYP phosphatase, fluorescence intensity; higher % means a stronger effect. inhibition, % at 11.5 µM, or IC50 in µM where a hit was titrated. actives 0.054% (n = 290,000);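 note: plate controls were vehicle with enzyme for no effect and no enzyme for full effect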
XIAP antagonists – XIAP antagonists, biochemical, IAP family, fluorescence polarization (AID 1018) | E3 ubiquitin-protein ligase XIAP (Homo sapiens) | XIAP BIR domain, fluorescence polarization peptide displacement; higher % means a stronger effect | displacement, % at 20 µM, or IC50 in µM where a hit was titrated | actives 0.007% (n = 200,000); in the data active = displacement above about 50%; note: a part of the inactive calls stands beside numbers as strong as those of hits
Hep lipid drop – inhibitors of hepatocyte lipid droplet formation, primary screen, imaging, high-throughput imaging, BODIPY stain | actives 0.4% (n = 240,000) | AML12 mouse hepatocytes, oleate lipid droplets | AID 1656, 2009 | inhibition, % at 6.5 µM;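 active = lipid droplet intensity inhibited by at least 50%, with more than 500 cells counted; inconclusive = wells with under 300 cells, treated as cytotoxic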
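Material – AML12 mouse liver cells · Also added – oleate loading, 100 µM · Compound dosing – 6.5 µM single-point dosing · Times – overnight treatment with compound plus oleate · Measured by – fluorescence imaging, 20x objective, two fields per well · Read-out – percent inhibition of filter-corrected integrated lipid droplet intensity per well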
HIV peptide binding – inhibitors of HIV fusion peptide binding, primary screen, biochemical, uHTS, fluorescence dequenching (AID 1986); cell-free peptide binding, fluorescence dequenching, 30 min; higher % means a stronger effect; inhibition, % at 20 µM, or IC50 in µM where a hit was titrated; actives 0.3% (n = 290,000); in the data active = inhibition mostly above about 52%, no sharp cut-off; inactive = mostly below about 76%; note: some results filed as inactive read as strong as hits
Myeloid diff MLP – induction of myeloid progenitor differentiation, primary screen, cell-based, flow cytometry, MLPCN library. calls only at 10 µM. ER-HoxA9 myeloid progenitors, lysozyme-GFP differentiation. actives 1% (n = 360,000). AID 624256, 2012;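 active = normalized GFP-positive differentiation at or above the plate's own cutoff, the solvent-only control mean plus 3 SD; inconclusive = no clear call, values can overlap the other calls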;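 note: cells exposed to compound for four days before flow analysis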
Hep lipid drop cells 6.5 µM – recorded beside Hep lipid drop, whose call it bears; cell count; measured here: cell count, cytotoxicity flag;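 cells counted across two imaged fields per well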
Dengue-2 NS5 capping pilot replicate – recorded beside Dengue-2 NS5 capping, whose call it bears; inhibition, %; measured here: pilot screen replicate inhibition
Myeloid diff MLP GFP+ MAC1+ % – further read-out of Myeloid diff MLP, marked with its call; GFP+ MAC1+ double positive, %; measured here: differentiation confirmed by MAC1 staining
The depositor's hits bear a star; i = inactive; ? = inconclusive; . = not tested or not shown. Cut-off read from the data, not from the text of the source, unless noted: active = inhibition above about 50%; inactive = the rest.

SMILES	AID2073	Dengue-2 NS5 capping	Siah-1 displacement	NOD2 inhibition	LYP phosphatase	XIAP antagonists	Hep lipid drop	Hep lipid drop cells 6.5 µM	HIV peptide binding	Myeloid diff MLP	Myeloid diff MLP GFP+ MAC1+ %	others
COc1ccc(NC(=O)COC(=O)c2ccc(OCc3ccc(Cl)cc3Cl)c(OC)c2)c(OC)c1	25.9%	-3.6%	3.0%	-1.3%	5.5%	-4.5%	-6.9	637	0.3%	i	0.4
O=C(NC1CC1)C1=C[C@H](c2csc3ccccc23)C[C@H](OCc2ccc(CO)cc2)O1	-12.9%	-9.2%	2.9%	-1.7%	-2.3%	.	7.4	739	2.1%	i	2.5
O=C(Nc1cccc2ccccc12)c1nn(C23CC4CC(CC(C4)C2)C3)cc1[N+](=O)[O-]	3.0%	-1.6%	2.8%	-5.6%	-0.9%	-2.1%	.	.	4.9%	i	0.4
COC(=O)Cc1c(C(=O)OC)nnn1-c1cccc(C(F)(F)F)c1	-1.1%	-4.5%	1.3%	-7.5%	4.4%	-7.0%	-14.9	726	-0.1%	i	0.2
O=C(Cc1ccc([N+](=O)[O-])cc1)OCc1ccc([N+](=O)[O-])cc1	-3.2%	-11.6%	2.3%	-9.0%	-4.7%	.	-11.0	775	-0.2%	i	0.4
O=C(Nc1nc(-c2ccc(Cl)cc2)cs1)NC1CCCCC1	26.4%	-8.7%	-3.5%	7.6%	-0.8%	-8.9%	-14.2	567	-0.3%	i	1.0
COc1ccc(C(C#N)N2CCC(c3ccccc3)=N2)cc1 (centres undefined)	9.6%	3.3%	2.5%	-16.5%	-4.5%	.	6.1	797	0.3%	i	1.6
COc1ccc2nc(C)cc(N/N=C/c3ccc(F)cc3)c2c1	26.4%	-9.5%	1.5%	9.0%	-9.4%	.	.	.	-2.3%	?	.
Cc1cc(=O)nc2c3ccccc3n(CC(=O)NC3CCCCC3)n12	19.9%	2.0%	-0.6%	-19.4%	-8.9%	.	-0.7	685	-0.2%	i	0.4
Cn1c(=O)c2c(nc(NCCO)n2C)n(C)c1=O	-1.5%	-6.4%	2.2%	2.5%	-2.9%	-4.9%	7.4	737	-2.9%	i	0.2
COc1ccccc1C(=O)Nc1ccc2c(c1)nc(CN1CCN(C(C)=O)CC1)n2C	16.9%	2.9%	-7.9%	12.1%	-2.4%	0.5%	1.4	584	-2.5%	i	0.7
Cc1ccc(C(=O)C(C)OC(=O)c2cc3cc([N+](=O)[O-])ccc3oc2=O)cc1 (centres undefined)	4.2%	4.8%	-3.9%	0.6%	-0.9%	-6.9%	-24.5	623	3.2%	i	4.9
Cc1cc(SC2CCOC2=O)nc2ccccc12 (centres undefined)	9.1%	-13.5%	1.6%	8.5%	-0.4%	-1.8%	5.4	703	0.6%	i	1.0
O=C(c1cccs1)N1CCN(C(=O)C2CCCO2)CC1 (centres undefined)	-4.9%	-4.8%	-4.1%	14.2%	-10.4%	-3.2%	3.4	756	0.2%	i	10.5
CC(C)(C)c1ccc(N2C(=O)Cc3c2nc(N)c(C#N)c3N)cc1	4.8%	-1.3%	1.5%	-24.4%	4.8%	-2.8%	-0.8	784	0.8%	i	0.9
CCCCn1c(CCC(=O)O)nc2cc(S(=O)(=O)N(CC)CC)ccc21	6.2%	3.9%	7.5%	12.9%	-7.2%	.	-20.9	742	2.5%	i	0.2
O=C(Nc1ccc(NC(=O)c2cccs2)cc1)c1cccnc1	7.2%	-6.9%	-1.5%	0.2%	-6.4%	-2.9%	-3.6	680	0.0%	i	0.2
O=C(CN1CCCCCC1)Nc1cc(C(F)(F)F)ccc1Cl	-6.0%	-3.0%	0.9%	-6.4%	0.0%	-2.4%	-2.4	568	0.9%	i	0.8
CC1=NN(C(N)=S)C(=O)C1N=Nc1ccccc1O (centres undefined)	-6.6%	-6.5%	-5.0%	-24.9%	0.6%	.	-4.6	818	0.8%	i	0.6
CC1(C)Cc2c(c(N3CCOCC3)nc3sc(C(=O)Nc4cccc(Cl)c4)c(N)c23)CO1	22.8%	-4.7%	-1.4%	13.4%	-8.9%	.	-6.4	737	-1.5%	?	.

Five entries picked at random from those above, as already listed:
SMILES	AID2073	Dengue-2 NS5 capping	Siah-1 displacement	NOD2 inhibition	LYP phosphatase	XIAP antagonists	Hep lipid drop	Hep lipid drop cells 6.5 µM	HIV peptide binding	Myeloid diff MLP	Myeloid diff MLP GFP+ MAC1+ %	others
Cc1ccc(C(=O)C(C)OC(=O)c2cc3cc([N+](=O)[O-])ccc3oc2=O)cc1 (centres undefined)	4.2%	4.8%	-3.9%	0.6%	-0.9%	-6.9%	-24.5	623	3.2%	i	4.9
O=C(CN1CCCCCC1)Nc1cc(C(F)(F)F)ccc1Cl	-6.0%	-3.0%	0.9%	-6.4%	0.0%	-2.4%	-2.4	568	0.9%	i	0.8
CC1(C)Cc2c(c(N3CCOCC3)nc3sc(C(=O)Nc4cccc(Cl)c4)c(N)c23)CO1	22.8%	-4.7%	-1.4%	13.4%	-8.9%	.	-6.4	737	-1.5%	?	.
Cc1cc(SC2CCOC2=O)nc2ccccc12 (centres undefined)	9.1%	-13.5%	1.6%	8.5%	-0.4%	-1.8%	5.4	703	0.6%	i	1.0
CCCCn1c(CCC(=O)O)nc2cc(S(=O)(=O)N(CC)CC)ccc21	6.2%	3.9%	7.5%	12.9%	-7.2%	.	-20.9	742	2.5%	i	0.2

Next section:
SMILES	AID2073	Dengue-2 NS5 capping	Siah-1 displacement	NOD2 inhibition	LYP phosphatase	XIAP antagonists	Hep lipid drop	Hep lipid drop cells 6.5 µM	HIV peptide binding	Myeloid diff MLP	Myeloid diff MLP GFP+ MAC1+ %	others
CCc1ccccc1NC(=O)NC1CC2CCC(C1)N2Cc1cccs1 (centres undefined)	-6.3%	-0.7%	3.7%	19.9%	-7.2%	-1.5%	.	.	-1.3%	i	3.0
CN(CC(=O)Nc1cccc(Cl)c1)S(=O)(=O)c1ccc2c(c1)n(C)c(=O)c(=O)n2C	-9.4%	-2.3%	-1.6%	-12.1%	2.8%	.	-3.2	740	-0.1%	i	2.7
CCO[C@@H]1OC(C(=O)Nc2ccccc2)=C[C@H](C2CC2)[C@H]1CCCO	28.5%	-5.6%	-0.5%	-9.7%	-8.3%	-4.6%	5.3	709	-1.7%	i	1.4
Cc1nn(C)cc1S(=O)(=O)Nc1ccc2c(c1)OCCO2	-1.0%	3.0%	3.9%	10.1%	-0.5%	-2.2%	-10.4	638	0.1%	i	0.3
COc1ccc(CCN2CC(O)=C(c3nc(C)cs3)C2=N)cc1OC	-4.5%	3.4%	-0.5%	5.4%	-7.7%	-3.7%	.	.	-1.9%	i	0.5	Dengue-2 NS5 capping pilot replicate=-3.2
O=C(Nc1nnc(SCc2c(Cl)cccc2Cl)s1)c1ccc2ncsc2c1	31.7%	.	13.5%	-86.4%	-7.1%	-7.7%	13.3	694	2.0%	.	.
N=C1SC(CC(=O)Nc2ccc([N+](=O)[O-])cc2)C(=O)N1c1ccccc1 (centres undefined)	14.1%	.	1.1%	20.7%	-0.1%	.	1.6	727	0.7%	i	0.6
CCCCn1c(N)c(N(Cc2ccccc2OC)C(=O)c2c(CC)noc2C)c(=O)[nH]c1=O	-3.8%	-7.2%	0.9%	7.7%	-3.1%	.	6.4	670	0.8%	i	2.8
O=C(NCc1ccco1)c1nn2c(C(F)(F)F)cc(-c3cccs3)nc2c1Cl	23.0%	9.9%	1.9%	13.0%	-7.9%	-3.3%	-2.6	763	14.1%	i	3.5
CN(Cc1ccno1)C(=O)CC1C(=O)NCCN1CC(c1ccccc1)c1ccccc1 (centres undefined)	3.5%	3.2%	1.4%	-2.8%	-7.3%	-9.0%	-1.7	667	0.9%	i	0.4
C=CCn1c(SCc2ccc(Cl)cc2)nc2cc(C(=O)N3CCC(C(N)=O)CC3)ccc2c1=O	-5.0%	-3.9%	7.0%	1.8%	-7.3%	2.6%	-12.4	618	1.8%	i	0.7
CC1=Nc2ccccc2/C1=C/c1sc(=S)n(-c2cccc(C(=O)O)c2)c1O	14.8%	?	-9.8%	19.9%	7.9%	-5.6%	6.7	682	112.0%*	.	.
O=C(NCCN1CCOCC1)c1ccc2c(c1)N(Cc1ccccc1)CCS2	25.8%	0.7%	2.3%	0.4%	-13.4%	0.1%	.	.	1.5%	i	2.2
COc1cc(C(=O)Nc2nnc(Cc3ccccc3)s2)cc(OC)c1OC	9.8%	-3.2%	-3.1%	-23.5%	-2.7%	.	.	.	1.9%	i	0.6
COc1ccc(/C=N/NC(=O)c2sc(C)nc2C)cc1	-12.3%	.	-3.2%	13.6%	0.2%	-6.9%	3.7	652	-2.2%	i	0.1
O=C(c1ccc2snnc2c1)N1CCCC1	9.3%	4.9%	-0.9%	-1.6%	-5.1%	-3.5%	-8.4	751	3.2%	i	1.2
C/C(=N\NC(=O)c1ccc(Cl)cc1)c1ccc2[nH]ccc2c1	4.9%	-4.6%	-1.7%	8.2%	-5.8%	.	5.6	809	2.4%	i	0.4
O=C(Nc1ncc([N+](=O)[O-])s1)c1ccc2c(c1)OCO2	-7.7%	-9.0%	-9.8%	15.4%	-6.3%	.	0.2	782	17.4%	i	0.8
OCCSc1nc2ccccc2n1CCOc1ccccc1	-4.4%	2.1%	-2.6%	-5.2%	-3.0%	-3.5%	-2.3	778	-3.8%	i	3.3
COc1ccc(S(=O)(=O)NC2CCCC2)c(OC)c1	-1.7%	-0.7%	-0.8%	9.4%	-3.7%	.	-26.5	840	0.2%	i	6.7
O=C(c1cc2ccccn2n1)N1CCCC1	0.7%	.	0.7%	6.4%	-9.0%	-5.4%	.	.	-1.0%	.	.
COc1cc(CNCc2ccc(OC)c3ccccc23)cc(OC)c1OC	4.5%	-13.2%	-0.3%	18.9%	-13.1%	.	-23.9	804	2.1%	i	0.2
Nc1ccc(Nc2nc(-c3ccncc3)cs2)cc1	-43.6%	-4.8%	-4.0%	-9.3%	-2.7%	-5.1%	-6.7	595	-3.3%	i	1.9
C/C(=N\Nc1ccc(C(F)(F)F)cc1[N+](=O)[O-])C1CC1	-1.6%	-0.6%	-1.7%	-13.9%	4.7%	-8.1%	7.2	684	-0.6%	i	0.4

Compound activity (PubChem BioAssay)

Only part of the results is shown. The share of hits here may be higher or lower than overall.
